Assay outcomes as filed in PubChem.
Cdc42 wt = modulators of GTP binding to wildtype Cdc42, primary screen, biochemical, multiplex bead flow cytometry, Bodipy-GTP; Cell division control protein 42 homolog (Homo sapiens), P60953; GST-Cdc42 beads; actives lie on both sides; percent activity (GTP binding), % at 10 µM; hit rate 0.2% among 190,000; AID 761, 2007;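 active = percent activity GTP binding at least 20 points away from the 100% baseline, either down as inhibitor or up as activator; inconclusive = compound flagged as likely green fluorescent from well-wide comparison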;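 note: median bead fluorescence of bound Bodipy-FL-GTP at 100 nM; 0% = excess unlabeled GTP control and 100% = no compound control; below 100% means less GTP binding so inhibitor and above means activator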
Target sequence (P60953 whole entry, looked up): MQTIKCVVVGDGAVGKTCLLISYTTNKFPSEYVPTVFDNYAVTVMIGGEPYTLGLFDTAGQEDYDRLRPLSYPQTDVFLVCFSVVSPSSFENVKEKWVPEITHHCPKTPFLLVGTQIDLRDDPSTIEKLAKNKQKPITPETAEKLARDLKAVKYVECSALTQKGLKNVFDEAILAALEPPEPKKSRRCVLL
Mcl1-Bid inh = Mcl-1/Bid binding inhibitors, primary screen, biochemical, TR-FRET, 1536-well; TR-FRET Mcl-1/Bid-Dy647 peptide binding; inhibition, % at 21.7 µM; hit rate 0.97% among 220,000; AID 1021, 2008; Induced myeloid leukemia cell differentiation protein Mcl-1 (Homo sapiens), Q07820;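 active = compounds that cut the binding signal by more than half at the single screening dose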;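 note: His-tagged Mcl-1 with europium anti-His antibody binding Bid BH3 peptide; 0% = Mcl-1 plus peptide wells and 100% = peptide-only wells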
Target sequence (Q07820 whole entry, looked up): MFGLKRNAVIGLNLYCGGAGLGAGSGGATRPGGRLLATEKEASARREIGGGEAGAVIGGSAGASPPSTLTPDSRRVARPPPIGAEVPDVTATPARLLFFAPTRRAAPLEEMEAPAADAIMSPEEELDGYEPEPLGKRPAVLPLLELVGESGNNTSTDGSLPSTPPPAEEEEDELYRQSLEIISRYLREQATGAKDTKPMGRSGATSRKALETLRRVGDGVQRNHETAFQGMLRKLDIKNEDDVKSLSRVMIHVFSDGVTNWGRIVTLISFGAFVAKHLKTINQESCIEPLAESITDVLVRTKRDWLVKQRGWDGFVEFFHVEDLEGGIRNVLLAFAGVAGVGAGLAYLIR
HRas wt GTP bind = modulators of GTP binding to HRas wildtype, primary screen, biochemical, bead-based flow cytometry, multiplex; GTPase HRas (Homo sapiens), P01112; GST-Ras wt beads, Bodipy-FL-GTP binding; actives lie on both sides; GTP binding activity, % at 10 µM; hit rate 0.14% among 190,000;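 active = GTP binding activity at least 20% away from the 100% baseline, either lowered as inhibitor or raised as activator; inconclusive = flagged as likely green fluorescent, judged across all proteins in the well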;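 note: 0% = unlabeled GTP competition control and 100% = no-compound control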
Rac1 mut GTP = GTP binding modulators of activated mutant Rac1, primary screen, biochemical, bead-based flow cytometry, multiplex, fluorescent GTP. GST-Rac1 activated beads; actives lie on both sides; 100% means binding = to untreated wells. hit rate 0.11% among 190,000. Ras-related C3 botulinum toxin substrate 1 (Homo sapiens), P63000. AID 764, 2007. percent activity (GTP binding), % at 10 µM;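 active = GTP binding at least 20 percentage points away from the 100% baseline, in either direction, so actives lie on both sides; inconclusive = Compound likely fluorescent itself, or too few beads counted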
Mcl1-Noxa inh = Mcl-1/Noxa binding inhibitors, primary screen, biochemical, TR-FRET, 1536-well; inhibition, % at 21.7 µM; Induced myeloid leukemia cell differentiation protein Mcl-1 (Homo sapiens), Q07820; AID 1022, 2008; TR-FRET Mcl-1/Noxa peptide binding, 2 h; hit rate 1.5% among 220,000;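 active = compounds that cut the protein-peptide binding signal by more than 50% relative to plate controls in a single-dose test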;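 note: His-tagged Mcl-1 with rhodamine Noxa BH3 peptide and terbium anti-His antibody; 0% = Mcl-1 plus Noxa peptide wells and 100% = peptide-only wells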
RGS8-Gao reg = RGS8-Galphao binding modulators, primary screen, biochemical, multiplexed bead flow cytometry; actives lie on both sides; response (percent of control binding), % at 10 µM; hit rate 0.34% among 220,000; AID 1423, 2008; in the data active = response below about 60% or above about 140%; inactive = in between;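 note: Galphao activated as the GDP aluminium fluoride complex binding bead-coupled RGS8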
Target sequence (P09471 whole entry, looked up): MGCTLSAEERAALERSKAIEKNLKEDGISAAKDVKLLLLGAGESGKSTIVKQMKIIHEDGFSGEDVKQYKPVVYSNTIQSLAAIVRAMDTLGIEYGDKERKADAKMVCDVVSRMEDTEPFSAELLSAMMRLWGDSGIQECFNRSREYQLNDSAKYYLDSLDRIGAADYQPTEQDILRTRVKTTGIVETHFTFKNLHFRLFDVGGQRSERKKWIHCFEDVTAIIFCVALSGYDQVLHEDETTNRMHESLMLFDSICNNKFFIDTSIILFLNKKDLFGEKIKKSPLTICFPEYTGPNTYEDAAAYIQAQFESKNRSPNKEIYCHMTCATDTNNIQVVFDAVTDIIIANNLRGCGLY
Rac1 wt GTP bind = wildtype Rac1 GTP binding modulators, primary screen, biochemical, GST-Rac1 beads, flow cytometry, multiplex | hit rate 0.27% among 190,000 | fluorescent GTP binding; actives lie on both sides; 0 = cold GTP competed, 100 = untreated | GTP binding activity (% of control), % at 10 µM;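 active = GTP binding activity at least 20 points away from the 100% control level, either lower or higher; inconclusive = compound flagged as likely green fluorescent, judged across all proteins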
Pf gametocyte = late stage P. falciparum gametocyte viability inhibitors, primary screen, ATP luminescence, HTS; hit rate 0.065% among 150,000; P. falciparum stage V gametocytes, 24 h; inhibition, % at 10.9 µM; AID 743093, 2013;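 active = inhibition above the mean plus 3 SD of compounds within the control limits, set per campaign, cut at about 38% in these data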;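 note: 0% = DMSO wells and 100% = medium only without gametocytes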
Mcl-1 Bim block = inhibitors of Bim peptide binding to Mcl-1, primary screen, biochemical, bead-based flow cytometry, multiplex; Bim peptide-Mcl-1 binding; inhibition, % at 10 µM; hit rate 0.1% among 190,000; AID 1009, 2008; in the data active = inhibition above about 40%;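 note: 0% = no compound tracer wells and 100% = peptide blocker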
Rab7 wt modul = modulators of GTP binding to Rab7, primary screen, biochemical, wildtype, multiplex bead flow cytometry | Rab7 GTPase wild type (dog), Bodipy-FL-GTP binding | GST-Rab7 beads, fluorescent GTP binding; actives lie on both sides; untreated = 100%, excess cold GTP = 0% | GTP binding activity (percent of control), % at 10 µM | hit rate 0.055% among 190,000 | AID 758, 2007;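 active = fluorescent GTP binding to Rab7 beads changed by at least 20 points from the 100% baseline, either direction, mostly lower; inconclusive = compound itself probably fluorescent, or too few beads counted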;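 note: median green fluorescence of bound Bodipy-FL-GTP per Rab7 bead population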
Rab2A wt mod = modulators of GTP binding to Rab2A wildtype, primary screen, biochemical, dog, bead-based flow cytometry, multiplex; GST-Rab2 wt beads, Bodipy-GTP binding; AID 760, 2007; Ras-related protein Rab-2A (Canis lupus familiaris), P61105; hit rate 0.19% among 190,000; GTP binding activity, % at 10 µM;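 active = GTP binding activity at least 20 points away from 100%, either lowered or raised; inconclusive = signal likely due to the compound's own green fluorescence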;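 note: 0% = beads with excess unlabeled GTP and 100% = no-compound control corrected for plate trend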
The depositor's hits bear a star; ? = inconclusive; . = no result given.

SMILES	Cdc42 wt	Mcl1-Bid inh	HRas wt GTP bind	Rac1 mut GTP	Mcl1-Noxa inh	RGS8-Gao reg	Rac1 wt GTP bind	Pf gametocyte	Mcl-1 Bim block	Rab7 wt modul	Rab2A wt mod
COc1ccc(C(C)NC(=S)NC2CCCC2)cc1OC (stereo not given)	101	-57	100	98	8	98	105	-6	-4	101	101
CC(=O)C1=C(C)OC(N)=C(C#N)C1c1ccco1 (stereo not given)	105	-10	102	100	30	99	104	8	-2	101	102
CCOC(=O)N1CCC(=NNc2ccc(S(N)(=O)=O)cc2[N+](=O)[O-])CC1	99	-19	98	98	17	100	102	20	0	96	95
CCOC(=O)CCCCC(=O)c1[nH]c(=O)[nH]c1CSc1nnc2c3ccccc3n(C(C)C)c2n1	100	-31	100	101	20	96	102	-12	-3	102	100
CCN1N=C(c2ccccc2)Cn2c1nc1ccccc12	100	1	101	97	26	102	97	.	-1	101	99
O=C(NCCC1=CCCCC1)c1ccc(Cl)cc1	96	-21	96	98	3	100	97	.	-2	102	95
O=C(COc1ccc(Cl)cc1Br)NC(=O)NCc1ccccc1	89	-19	92	92	9	98	92	5	-4	98	92
N#CC(c1ccc(Cl)cc1)c1ncc(C(F)(F)F)cc1Cl (stereo not given)	97	2	97	97	10	105	96	-31	1	100	98
CCO[C@H]1OC(C(=O)O)=C[C@@H](c2csc3ccccc23)[C@@H]1CCCO	93	0	93	92	-1	96	94	.	-1	95	91
O=S(=O)(Nc1ccc(N2CCOCC2)cc1)c1cccs1	104	6	104	101	35	100	109	-5	0	99	101
COc1ccc(Oc2c(O)c3ccccc3n(C)c2=O)cc1	94	-83	96	90	26	9.0*	95	.	-6	93	94
O=C(Nc1cc(Cl)ccc1Cl)C1CC(=O)N(c2ccc(Br)cc2)C1 (stereo not given)	87	-12	94	96	8	94	97	-15	4	93	96
CS(=O)(=O)N(CC(=O)Nc1ccc2c(c1)OCCO2)c1ccc2c(c1)OCO2	97	-9	98	99	-3	102	101	10	-2	99	99
CCCCOc1ncnc2c1[nH]c1ccc(OC)cc12	94	-19	95	93	1	101	94	.	0	93	93
COc1cc(C(C(=O)NC2CCCC2)N(C(=O)Cc2cccs2)C2CC2)cc(OC)c1OC (stereo not given)	101	-29	101	98	1	102	103	13	0	107	103
CCn1nc(C)cc1C(=O)N1CCCC(C(=O)c2cccc(OC)c2)C1 (stereo not given)	103	-9	98	98	-3	94	101	-8	-3	98	100
CC(C)c1ccc(S(=O)(=O)N2CCN(C(C)C(=O)Nc3ccccc3-c3ccccc3)CC2)cc1 (stereo not given)	95	1	98	98	-12	98	100	-23	-1	94	97
COc1ccc(-c2csc(NC(=O)CN3C(=O)CCC3=O)n2)cc1	102	-22	100	95	38	104	96	-29	9	106	102
Cn1cc(CNC(=O)CC2C(=O)NCCN2CC(C)(C)C)cn1 (stereo not given)	97	-21	96	94	-5	99	98	-27	0	109	100
Cc1cnc(NC(=O)CSc2nnc(-c3cccs3)n2C)s1	105	-21	104	101	10	95	111	18	2	105	102
COc1cc(C(=S)N2CCN(c3ccccc3Cl)CC2)cc(O)c1O	95	-54	95	96	60*	99	101	-42	-8	98	96
Cc1cc(C)n2nc(C(=O)Nc3cccnc3)nc2n1	92	-15	93	94	.	102	88	-4	-4	94	93
CCOc1ccc(S(=O)(=O)N/N=C(\C)c2ccc(Cl)c(Cl)c2Cl)cc1	?	-34	?	?	18	101	?	.	-12	?	?
CC(C)N1CCN(Cc2cccn2-c2cccnc2)CC1CCO (stereo not given)	98	-15	95	96	3	100	96	.	-2	95	94

Random excerpt: three compounds from above
SMILES	Cdc42 wt	Mcl1-Bid inh	HRas wt GTP bind	Rac1 mut GTP	Mcl1-Noxa inh	RGS8-Gao reg	Rac1 wt GTP bind	Pf gametocyte	Mcl-1 Bim block	Rab7 wt modul	Rab2A wt mod
CCN1N=C(c2ccccc2)Cn2c1nc1ccccc12	100	1	101	97	26	102	97	.	-1	101	99
CCOC(=O)CCCCC(=O)c1[nH]c(=O)[nH]c1CSc1nnc2c3ccccc3n(C(C)C)c2n1	100	-31	100	101	20	96	102	-12	-3	102	100
CCn1nc(C)cc1C(=O)N1CCCC(C(=O)c2cccc(OC)c2)C1 (stereo not given)	103	-9	98	98	-3	94	101	-8	-3	98	100

The list goes on.
SMILES	Cdc42 wt	Mcl1-Bid inh	HRas wt GTP bind	Rac1 mut GTP	Mcl1-Noxa inh	RGS8-Gao reg	Rac1 wt GTP bind	Pf gametocyte	Mcl-1 Bim block	Rab7 wt modul	Rab2A wt mod
CC(=O)Nc1ccc(S(=O)(=O)NNC(=O)c2cc3c4ccccc4n(C)c3s2)cc1	89	-19	91	94	24	103	92	.	-3	92	90
Cc1ccc(-c2cc(C(=O)NCCCn3ccnc3)c3cc(Br)ccc3n2)o1	94	34	92	96	76*	109	100	.	0	103	93
N#CC(c1ccccc1)c1cccc(Cl)n1 (stereo not given)	93	-20	94	98	26	102	100	12	-3	96	98
Brc1ccccc1CN1CCC(N2CCCCC2)CC1	103	-37	101	100	-17	102	101	-11	17	96	103
N#Cc1c(NCCO)nc(NCc2ccccc2)c2c1CCN(Cc1ccccc1)C2	97	-46	99	98	9	99	96	.	1	100	99
CC1(C)Cn2c(nc(=O)c3c2NCN(CCc2ccccc2)C3)S1	104	-16	100	94	2	98	104	.	-1	104	98
CCOC(=O)N1CCC(N2CCN(S(=O)(=O)c3ccc(C)cc3)CC2)CC1	103	31	101	100	8	103	102	-38	-1	100	101
Cc1cccc(CN2CCCC(C(=O)N3CCc4ccccc4C3)C2)c1 (stereo not given)	101	27	102	99	33	99	103	-4	3	101	100
Cc1cccc(C)c1NC(=O)CSC(=S)N1CCCC1	98	-21	99	98	5	102	104	-30	-3	107	98
Cc1cc(C)c(C#N)c(=N)o1	104	-14	99	95	-14	72	105	.	-14	97	96
COc1ccc(C/C(C)=N/NS(=O)(=O)c2ccc(Br)cc2)cc1	93	-56	96	93	14	101	94	12	-2	103	96
Cc1ccc(C(=O)N2CCN(c3ccccc3)CC2)cc1C	103	-18	101	101	14	101	108	-28	2	100	101

Record cards, from the list above. Order of screens: Cdc42 wt, Mcl1-Bid inh, HRas wt GTP bind, Rac1 mut GTP, Mcl1-Noxa inh, RGS8-Gao reg, Rac1 wt GTP bind, Pf gametocyte, Mcl-1 Bim block, Rab7 wt modul, Rab2A wt mod
Listed for Cc1cc(C)c(C#N)c(=N)o1 = 104, -14, 99, 95, -14, 72, 105, ., -14, 97, 96
Listed for N#CC(c1ccccc1)c1cccc(Cl)n1 (stereo not given) = 93, -20, 94, 98, 26, 102, 100, 12, -3, 96, 98

Following part:
SMILES	Cdc42 wt	Mcl1-Bid inh	HRas wt GTP bind	Rac1 mut GTP	Mcl1-Noxa inh	RGS8-Gao reg	Rac1 wt GTP bind	Pf gametocyte	Mcl-1 Bim block	Rab7 wt modul	Rab2A wt mod
CCOCc1nnc(NC(=O)c2cc(OC)c(OC)cc2[N+](=O)[O-])s1	95	-8	99	94	11	99	103	-2	-3	99	97
COc1ccc(-c2cnnc(N/N=C/c3ccc(C)o3)n2)cc1	93	-30	95	94	21	102	93	-12	0	100	97
CCOC(=O)Nc1oc2ccccc2c(=O)c1CN1CCOCC1	104	-42	104	99	3	100	105	.	-3	104	101
O=c1[nH]c(SCc2cccc(Cl)c2)nc2c1CCCC2	97	1	95	97	23	102	94	-1	-1	98	93
Cc1nc2cnccc2n1C	100	1	97	96	7	99	101	-24	0	96	98
COc1ccc(C(=O)NCC(=O)N=Nc2c(O)n(Cc3ccccc3)c3ccccc23)cc1OC	102	-2	99	98	31	101	102	9	-11	98	99
Cc1ccc(O)c(N=NC2=C(O)CC(C)(C)CC2=O)c1	103	-74	104	106	-9	74	109	.	-9	100	103
Cc1ccc(C)c(S(=O)(=O)N2CCN(C(C(=O)Nc3ccc(F)cc3)c3ccccc3)CC2)c1 (stereo not given)	97	6	101	95	-3	99	102	12	-2	91	97
CCNC(=O)C1CCCc2c1[nH]c1ccc(Cl)cc21 (stereo not given)	96	-36	98	94	4	97	100	.	0	105	103
Cn1c(=O)c2[nH]c(CN3CCN(Cc4ccccc4)CC3)nc2n(C)c1=O	96	-17	96	94	18	105	96	.	1	99	96
COc1ccc(NC2=C(C(C)=O)C(c3ccc(OC)c(OC)c3)C(C(C)=O)C(C)(O)C2)cc1 (stereo not given)	101	-21	97	95	10	96	102	17	-1	93	97
Cc1ccc2nc(Cl)c3nnnn3c2c1	100	11	96	108	34	98	99	.	0	103	97
CCOC(=O)N1CCN(C(=O)Cc2cccs2)CC1	97	-18	101	96	4	100	100	.	0	100	100
CC(Oc1ccc(Cl)cc1)c1ccc(C#N)c(=O)[nH]1 (stereo not given)	95	3	97	95	4	100	99	10	0	93	99
Cc1sc(NC(=O)C2C3CCC(O3)C2C(=O)O)nc1-c1ccc(CC(C)C)cc1 (stereo not given)	91	-23	94	94	20	91	95	-8	-1	93	92
Cc1ccc(N/C(C(Cl)=C(Cl)Cl)=C(/Cl)[N+](=O)[O-])c(C)c1	96	1	100	97	25	97	103	12	-7	101	100
CC(C)C(=O)Nc1cccc(-c2cn3ccccc3n2)c1	97	-9	97	100	1	114	97	5	-9	97	98
CN1C(=S)SC(C)(C)C1/[N+]([O-])=C/c1cccnc1 (stereo not given)	103	-25	104	98	2	99	103	8	2	104	103
